From PubChem BioAssay
PG9 Ab binder: small molecules binding HIV-1 gp120 antibody PG9 | inhibition, % at 6.7 µM | actives 0.43% (n = 360,000) | TR-FRET gp120-PG9 antibody binding; in the data active = inhibition above about 8.5%
Rev-erbA mod: modulators of human Rev-erb alpha DNA binding; P20393; Rev-erbα–FITC-DNA binding, fluorescence polarization, 90 min; activity, % at 10 µM; actives 0.79% (n = 370,000); AID 1259318;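 active = activity above about 14%, limit read from the data; passing the limit was not always enough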;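 also: 0% = DMSO wells with 35 nM protein and 100% = DMSO wells with 750 nM protein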
rCAG RNA binder: binds r(CAG) RNA repeats; inhibition, % at 3 µM; actives 1.3% (n = 370,000); AID 651821; r(CAG) RNA repeat, TO-PRO-1 dye displacement fluorescence;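 active = inhibition above the plate cutoff, the mean of all test compounds on that plate plus 3 SD, cut at about 35% in these data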;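 also: 0% = DMSO alone and 100% = 100 µM mitoxantrone as full dye displacement; higher means more dye released from RNA so lower well fluorescence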
NPR1 activator: GC-A (human) enzyme activation; P16066; HEK293 GC-A cells, cGMP TR-FRET, EC30 ANP; 0% at EC30 ANP, 100% saturating ANP; activation, % at 10 µM; actives 0.14% (n = 370,000); in the data active = activation above about 40%
GC-B act: GC-B (human) receptor activation; HEK293-GC-B cells, CNP EC30, cGMP TR-FRET; 0% at EC30 CNP, 100% saturating CNP; AID 1920062; activation, % at 10 µM; P20594; actives 0.11% (n = 370,000);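 active = activation at 10 µM reaching about 35% in either raw or pattern-adjusted values, limit read from the data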
Target sequence (P20594 whole entry, looked up): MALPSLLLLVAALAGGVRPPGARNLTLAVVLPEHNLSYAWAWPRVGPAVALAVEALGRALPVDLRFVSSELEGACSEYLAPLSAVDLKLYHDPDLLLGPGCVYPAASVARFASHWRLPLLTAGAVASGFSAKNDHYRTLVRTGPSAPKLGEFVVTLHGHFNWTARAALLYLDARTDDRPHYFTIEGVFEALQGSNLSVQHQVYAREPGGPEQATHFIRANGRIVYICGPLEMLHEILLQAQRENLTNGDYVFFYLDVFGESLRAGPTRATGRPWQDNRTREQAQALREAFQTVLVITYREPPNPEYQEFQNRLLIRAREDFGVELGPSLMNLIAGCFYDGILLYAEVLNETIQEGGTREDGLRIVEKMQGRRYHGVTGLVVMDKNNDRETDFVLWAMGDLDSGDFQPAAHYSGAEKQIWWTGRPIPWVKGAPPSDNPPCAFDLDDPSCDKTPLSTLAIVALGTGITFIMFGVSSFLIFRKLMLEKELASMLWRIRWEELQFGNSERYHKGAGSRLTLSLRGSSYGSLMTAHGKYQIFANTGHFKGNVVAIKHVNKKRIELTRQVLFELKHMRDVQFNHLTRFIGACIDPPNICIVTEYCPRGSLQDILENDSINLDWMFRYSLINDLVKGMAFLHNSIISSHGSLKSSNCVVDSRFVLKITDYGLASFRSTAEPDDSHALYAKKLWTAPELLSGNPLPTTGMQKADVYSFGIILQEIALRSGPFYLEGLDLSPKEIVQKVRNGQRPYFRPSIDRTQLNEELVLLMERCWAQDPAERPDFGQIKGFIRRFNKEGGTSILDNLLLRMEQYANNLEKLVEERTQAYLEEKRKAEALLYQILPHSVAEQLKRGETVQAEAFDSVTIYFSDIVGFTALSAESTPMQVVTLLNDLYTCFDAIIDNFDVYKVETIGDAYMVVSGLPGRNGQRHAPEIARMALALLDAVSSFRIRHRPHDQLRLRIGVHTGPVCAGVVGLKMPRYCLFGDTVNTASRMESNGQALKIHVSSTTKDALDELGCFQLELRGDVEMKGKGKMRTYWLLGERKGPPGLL
ARFGAP1 inh: inhibits rat ARF GTPase activating protein 1 | Arfgap1-stimulated ARF1 GTP hydrolysis, GDP FP detection | inhibition, % at 16.5 µM | actives 0.26% (n = 360,000);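 active = inhibition above a per-plate limit, mean inhibition of low control wells plus 3 SD, cut at about 25% in these data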;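 also: 0% = DMSO wells with enzyme and 100% = wells lacking Arfgap1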
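System: truncated rat Arfgap1 GAP domain / Benchmarks: high control wells lacking Arfgap1, low control full reaction with DMSO / Times: compound-enzyme preincubation 20 min, reaction 120 min, detection 60 min, 25 °C / Repeats: one replicate per compound / Also added: human ARF1(Δ1-17)-GTP substrate / Measured by: Tracer-displacement fluorescence polarization with EDTA stop, 620/688 nm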
SMARCA2 act: activators of SMARCA2 function; MG213 cells, MMTV-luciferase reporter, dexamethasone, overnight; activation, % at 9.1 µM; actives 1% (n = 370,000); in the data active = activation above about 7.8%;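 also: 0% = vehicle wells and 100% = reference activator wells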
ASAP1 inh: blocks human ASAP1-stimulated Arf1 GTP hydrolysis; GDP FP detection; inhibition, % at 16.5 µM; actives 0.19% (n = 360,000); AID 624377; in the data active = inhibition above about 25%;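 also: 0% = vehicle with enzyme and substrate and 100% = no enzyme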
mABHD4 FP: ABHD4 (mouse) inhibition, primary FP screen. Q8VD66. purified mABHD4, FP-Rh probe fluorescence polarization. inhibition, % at 8.92 µM. actives 0.54% (n = 370,000);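 active = inhibition exceeding the mean over every tested compound plus 3 SD, cut at about 30% in these data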;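 also: 0% = plate median of compound wells and 100% = S159A mutant with DMSO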
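Assay system: Wild-type mouse ABHD4 protein | Medium: HEPES pH 7.0 buffer, 150 mM NaCl, 0.01% Pluronic F-127 | Incubation: Enzyme–compound pre-incubation 45 min, then probe 60 min, both 25 °C | Technique: Fluorescence polarization with parallel and perpendicular emission, 525/598 nm | Evaluation: % inhibition of FP-Rh probe binding versus controls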
HTRA1 inhibitor: blocks human HTRA1 serine peptidase; recombinant HTRA1, FP-rhodamine activity-based probe, fluorescence polarization; inhibition, % at 5.96 µM; actives 0.5% (n = 340,000); in the data active = inhibition above about 36%;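 also: 0% = enzyme with DMSO and 100% = wells lacking enzyme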
An asterisk follows results filed as active.

Screening O=C(COC(=O)c1ccccc1Nc1ccccc1)NCc1ccco1 returned PG9 Ab binder -0.7, Rev-erbA mod 6.7, rCAG RNA binder -2.5, NPR1 activator -0.9, GC-B act -2.5, ARFGAP1 inh 5.5, SMARCA2 act -3.5, ASAP1 inh 5.0, mABHD4 FP -10.7 and HTRA1 inhibitor -12.3.
For COc1ccc(Nc2nc3cc(C)ccc3cc2C#N)cc1 the results were PG9 Ab binder 10.6*, Rev-erbA mod 11.9, rCAG RNA binder 9.6, NPR1 activator 2.0, GC-B act -2.0, ARFGAP1 inh -1.0, SMARCA2 act -3.8, ASAP1 inh -6.5, mABHD4 FP 2.1 and HTRA1 inhibitor 1.6.
For COc1ccc(CNC(=O)c2c(N)[nH]c(C(=O)c3ccccc3)c2-c2ccc3ccccc3c2)cc1OC the results were PG9 Ab binder 0.4, Rev-erbA mod -6.6, rCAG RNA binder 8.1, NPR1 activator -1.1, GC-B act 7.5, ARFGAP1 inh -4.8, SMARCA2 act -1.3, ASAP1 inh 6.9 and mABHD4 FP 8.3.
COc1ccc(NC(=O)c2cc(-c3ccc(OC)c(OC)c3)on2)cc1OC was read as PG9 Ab binder -3.5, Rev-erbA mod -2.4, rCAG RNA binder 1.1, NPR1 activator 4.3, GC-B act 4.2, ARFGAP1 inh -3.0, SMARCA2 act -1.3, ASAP1 inh 1.2, mABHD4 FP 4.5 and HTRA1 inhibitor -2.9.
COc1ccc(OC)c(C(C(=O)NC2CCCCC2)N(C(=O)c2ccccn2)c2cccnc2)c1 (configuration not stated) was read as PG9 Ab binder 2.1, Rev-erbA mod 0.8, rCAG RNA binder 3.7, NPR1 activator -1.0, GC-B act -0.1, ARFGAP1 inh 5.3, SMARCA2 act -1.2, ASAP1 inh 9.1, mABHD4 FP 11.2 and HTRA1 inhibitor 1.2.
Screening CCN1CCCC1CN(Cc1cc2ccc(C)cc2[nH]c1=O)C(=S)Nc1cccc(OC)c1 (configuration not stated) returned PG9 Ab binder -1.6, Rev-erbA mod -3.7, rCAG RNA binder 2.5, NPR1 activator -5.4, GC-B act 6.5, ARFGAP1 inh 10.6, SMARCA2 act -0.3, ASAP1 inh -8.1, mABHD4 FP 6.2 and HTRA1 inhibitor -26.5.
`C=CCN1C(=O)/C(=C/c2ccc(O)cc2)S/C1=N/c1nccs1` gave PG9 Ab binder -1.8, Rev-erbA mod 3.0, rCAG RNA binder 19.8, NPR1 activator -3.0, GC-B act -4.7, ARFGAP1 inh 14.8, SMARCA2 act 0.5, ASAP1 inh 12.3, mABHD4 FP -34.0 and HTRA1 inhibitor -26.9.
For CC(=O)c1cccc(N(C(=O)CNC(=O)c2ccco2)C(C(=O)NCc2ccco2)c2ccccc2)c1 (configuration not stated) the results were PG9 Ab binder -0.9, Rev-erbA mod 1.3, rCAG RNA binder -1.9, NPR1 activator 0.4, GC-B act 3.2, ARFGAP1 inh -12.2, SMARCA2 act -2.8, ASAP1 inh -1.1, mABHD4 FP -1.1 and HTRA1 inhibitor 4.2.
Screening Cc1ccc(S(=O)(=O)NC(=O)c2cccc(N(C)C)c2)cc1 returned PG9 Ab binder -1.6, Rev-erbA mod -1.3, rCAG RNA binder 3.6, NPR1 activator 2.4, GC-B act -9.2, ARFGAP1 inh -11.1, SMARCA2 act -0.1, ASAP1 inh -0.8, mABHD4 FP 8.4 and HTRA1 inhibitor -6.0.
Screening CCCN(CC(=O)Nc1ccccc1C)C(=O)c1ccc(NC2CC2)c([N+](=O)[O-])c1 returned PG9 Ab binder -0.7, Rev-erbA mod 2.6, rCAG RNA binder -2.1, NPR1 activator -3.4, GC-B act -5.2, ARFGAP1 inh 5.4, SMARCA2 act -1.0, ASAP1 inh -10.8, mABHD4 FP 1.0 and HTRA1 inhibitor 5.5.
For CC[C@]12C(=O)N(C)C[C@H]([C@@H]3C(=O)N(Cc4ccccc4)C(=O)[C@@H]31)N2C(=O)c1ccc(C(C)(C)C)cc1 the results were PG9 Ab binder 2.0, Rev-erbA mod -1.7, rCAG RNA binder -3.6, NPR1 activator 0.1, GC-B act 5.6, ARFGAP1 inh 7.9, SMARCA2 act 0.0, ASAP1 inh 14.4, mABHD4 FP 12.9 and HTRA1 inhibitor 3.1.
`COc1ccc(C(C(=O)NC2CCCC2)N(Cc2ccc(C)cc2)C(=O)c2ccn[nH]2)cc1OC` (configuration not stated) gave PG9 Ab binder 0.3, Rev-erbA mod 6.2, rCAG RNA binder -3.5, NPR1 activator -2.3, GC-B act -3.3, ARFGAP1 inh -3.1, SMARCA2 act -1.4, ASAP1 inh -5.8, mABHD4 FP 0.8 and HTRA1 inhibitor -9.4.
COCCNC(=O)C1CCC(CNS(=O)(=O)c2ccc(F)cc2)CC1 (configuration not stated) was read as PG9 Ab binder -1.7, Rev-erbA mod 0.0, rCAG RNA binder -0.6, NPR1 activator 6.5, GC-B act 3.0, ARFGAP1 inh -13.0, SMARCA2 act -1.4, ASAP1 inh -1.3, mABHD4 FP -1.8 and HTRA1 inhibitor 3.0.
For C/C(=N\NC(=O)C1COc2ccccc2O1)c1cc2ccccc2o1 (configuration not stated) the results were PG9 Ab binder -1.1, Rev-erbA mod -2.3, rCAG RNA binder 1.6, NPR1 activator 4.2, GC-B act -0.1, ARFGAP1 inh 0.7, SMARCA2 act 3.1, ASAP1 inh -2.2, mABHD4 FP -0.8 and HTRA1 inhibitor -2.2.
O=C(N/N=C/c1ccc2c(c1)OCO2)c1cc(-c2ccccc2Cl)nc2ccccc12 was read as PG9 Ab binder -1.9, Rev-erbA mod 5.3, rCAG RNA binder -0.3, NPR1 activator 4.5, GC-B act 5.3, ARFGAP1 inh 12.0, SMARCA2 act -1.6, ASAP1 inh 7.7, mABHD4 FP -1.2 and HTRA1 inhibitor 1.6.
COC(=O)C(Cc1c[nH]c2ccccc12)N1CCS(=O)(=O)CC1 (configuration not stated) was read as PG9 Ab binder -0.9, Rev-erbA mod -3.3, rCAG RNA binder 1.9, NPR1 activator 1.5, GC-B act -3.7, ARFGAP1 inh 8.5, SMARCA2 act -0.7, ASAP1 inh -7.8, mABHD4 FP 0.0 and HTRA1 inhibitor 10.5.
`O=C(Nc1ccc(Oc2ncccn2)cc1)c1ccco1` gave PG9 Ab binder -1.0, Rev-erbA mod -0.8, rCAG RNA binder -0.2, NPR1 activator 3.3, GC-B act 4.7, ARFGAP1 inh 6.4, SMARCA2 act 4.6, ASAP1 inh -23.8, mABHD4 FP -2.9 and HTRA1 inhibitor 6.0.
For Cc1nn(-c2ccccc2)c2sc(C(=O)NC3CCCc4ccccc43)cc12 (configuration not stated) the results were Rev-erbA mod -0.2, rCAG RNA binder 9.9, NPR1 activator 2.7, GC-B act 3.2, SMARCA2 act -5.0 and mABHD4 FP -12.2.
For CCCn1c(SCc2ccccn2)nc2c1c(=O)n(C)c(=O)n2C the results were PG9 Ab binder -0.4, Rev-erbA mod -2.5, rCAG RNA binder -7.3, NPR1 activator 4.6, GC-B act -0.7, ARFGAP1 inh -12.3, SMARCA2 act -0.3, ASAP1 inh 4.0, mABHD4 FP -2.9 and HTRA1 inhibitor 1.1.
For O=P(C(=S)Nc1ccccc1Cl)(c1ccccc1)c1ccccc1 the results were PG9 Ab binder 0.9, Rev-erbA mod 4.4, rCAG RNA binder 6.8, NPR1 activator -5.8, GC-B act -1.8, ARFGAP1 inh 4.6, SMARCA2 act -2.0, ASAP1 inh -5.8, mABHD4 FP 4.7 and HTRA1 inhibitor 10.4.

Quoted at random: 3 compounds from above, in no set order.
Screening Cc1ccc(S(=O)(=O)NC(=O)c2cccc(N(C)C)c2)cc1 returned PG9 Ab binder -1.6, Rev-erbA mod -1.3, rCAG RNA binder 3.6, NPR1 activator 2.4, GC-B act -9.2, ARFGAP1 inh -11.1, SMARCA2 act -0.1, ASAP1 inh -0.8, mABHD4 FP 8.4 and HTRA1 inhibitor -6.0.
Screening CCCN(CC(=O)Nc1ccccc1C)C(=O)c1ccc(NC2CC2)c([N+](=O)[O-])c1 returned PG9 Ab binder -0.7, Rev-erbA mod 2.6, rCAG RNA binder -2.1, NPR1 activator -3.4, GC-B act -5.2, ARFGAP1 inh 5.4, SMARCA2 act -1.0, ASAP1 inh -10.8, mABHD4 FP 1.0 and HTRA1 inhibitor 5.5.
COCCNC(=O)C1CCC(CNS(=O)(=O)c2ccc(F)cc2)CC1 (configuration not stated) was read as PG9 Ab binder -1.7, Rev-erbA mod 0.0, rCAG RNA binder -0.6, NPR1 activator 6.5, GC-B act 3.0, ARFGAP1 inh -13.0, SMARCA2 act -1.4, ASAP1 inh -1.3, mABHD4 FP -1.8 and HTRA1 inhibitor 3.0.

Continuation:
For O=C(CN1C(=O)NC(c2ccccc2)(c2ccccc2)C1=O)NCC(=O)Nc1ccc(F)cc1 the results were PG9 Ab binder 0.7, Rev-erbA mod -0.4, rCAG RNA binder 4.3, NPR1 activator 2.4, GC-B act 4.9, ARFGAP1 inh -1.1, SMARCA2 act -1.9, ASAP1 inh 0.4, mABHD4 FP -13.9 and HTRA1 inhibitor -15.8.
`COC(=O)c1ccc(OCC(O)CN2CCN(C(=O)c3ccco3)CC2)c(OC)c1` (configuration not stated) gave PG9 Ab binder -2.4, Rev-erbA mod 1.0, rCAG RNA binder -3.3, NPR1 activator 0.9, GC-B act -2.8, ARFGAP1 inh 2.0, SMARCA2 act -0.9, ASAP1 inh 3.6, mABHD4 FP 3.4 and HTRA1 inhibitor -2.4.
Screening COc1ccc(OCC(O)Cn2cnc(-c3ccc(Br)cc3)c2)cc1 (configuration not stated) returned PG9 Ab binder 1.5, Rev-erbA mod -2.1, rCAG RNA binder -4.0, NPR1 activator -10.5, GC-B act -13.1, ARFGAP1 inh -7.5, SMARCA2 act 1.0, ASAP1 inh 9.4, mABHD4 FP -16.6 and HTRA1 inhibitor -25.0.
For CCOC(=O)c1oc2ccccc2c1CSc1nnnn1-c1ccc(C)cc1 the results were PG9 Ab binder 0.0, Rev-erbA mod -0.8, rCAG RNA binder 1.8, NPR1 activator -1.5, GC-B act 0.4, ARFGAP1 inh 0.0, SMARCA2 act 0.9, ASAP1 inh 7.6, mABHD4 FP -2.4 and HTRA1 inhibitor -0.7.
Screening CCCCn1cnc2c([nH]c3cc(OC)ccc32)c1=O returned PG9 Ab binder 1.0, Rev-erbA mod 2.8, rCAG RNA binder 1.8, NPR1 activator 2.7, GC-B act -0.1, ARFGAP1 inh 6.0, SMARCA2 act 3.4, ASAP1 inh -3.9, mABHD4 FP -1.0 and HTRA1 inhibitor -1.2.
For c1cncc(CSc2ccc(-c3ccc4c(c3)OCO4)nn2)c1 the results were PG9 Ab binder 0.1, Rev-erbA mod 4.9, rCAG RNA binder -1.0, NPR1 activator 7.2, GC-B act 6.6, ARFGAP1 inh -2.6, SMARCA2 act 0.0, ASAP1 inh 11.3, mABHD4 FP -6.2 and HTRA1 inhibitor 5.1.
COc1ccc2c(c1)O[C@@]1(CCCC[C@@H]1C)CC2=O was read as PG9 Ab binder -2.3, Rev-erbA mod -2.6, rCAG RNA binder -4.6, NPR1 activator 2.0, GC-B act -1.9, ARFGAP1 inh -1.6, SMARCA2 act -1.3, ASAP1 inh -4.2, mABHD4 FP 12.3 and HTRA1 inhibitor 6.5.
